Compound activity as filed in PubChem BioAssay.
KCNQ1 block – inhibitors of human KCNQ1 channel, primary screen, cell-based, thallium flux, high-throughput. Potassium voltage-gated channel subfamily KQT member 1 (Homo sapiens), P51787. B-score at 10 µM. CHO-K1 KCNQ1, FluxOR thallium flux fluorescence; active compounds read high. AID 2642, 2010. hit rate 1.3% among 310,000;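 active means compounds whose thallium flux B-score, printed positive for inhibition, exceeds three library SD while starting fluorescence stays within three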;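 further: channel opened by potassium depolarization with thallium stimulus after 20 min compound exposure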
HDAC3 inh – HDAC3 deacetylase inhibitors, primary screen, biochemical, fluorescence, cell-free homogeneous. hit rate 0.15% among 320,000. Histone deacetylase 3 (Homo sapiens), O15379. inhibition, % at 8.3 µM. recombinant HDAC3, fluorogenic peptide/trypsin coupled; in the data active means inhibition above about 26%, passing the limit was not always enough; inconclusive means no clear call, values can overlap the other calls
PolyA inh – polyadenylation inhibitors in yeast reporter cells, primary screen, luminescence, S. cerevisiae | S. cerevisiae SKY197-pL101 polyadenylation reporter, beta-gal luminescence; efflux-impaired pdr1/pdr3 knockout yeast; score 100 = 6 SD above DMSO | calls only at 12 µM | hit rate 0.02% among 300,000;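 active means lowest replicate activity score at least 50, where 100 means six control SD above control mean; inconclusive means lowest score under 50 but half or more replicates reach 50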;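 further: yeast exposed to compound for 9 h at 30 °C; higher score means more reporter readthrough which indicates perturbed polyadenylation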
KCNK9 block – KCNK9 potassium channel inhibitors, primary screen, HEK293 cells, thallium flux. Potassium channel subfamily K member 9 (Homo sapiens), Q9NPC2. FluxOR thallium flux fluorescence; active compounds read low. B-score at 10 µM. hit rate 1.2% among 310,000. AID 488922, 2010;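 active means ratio B-score over 3 SD below the library mean, with starting fluorescence within 5 SD of its mean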;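 further: negative B-score means less thallium flux so channel inhibition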
GSK3A inh – blockers of GSK3A enzyme activity – biochemical, luminescence, cell-free homogeneous, HTS, primary screen | inhibition, % at 10 µM | GSK-3 alpha kinase, ADP-Glo luminescence, 60 min | hit rate 0.1% among 320,000 | Glycogen synthase kinase-3 alpha (Homo sapiens), P49840;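 in the data active means inhibition above about 50%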;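 further: GST-tagged GSK-3 alpha with peptide substrate and 25 µM ATP; 0% = DMSO neutral wells and 100% = GW8510 positive control wells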
Target sequence (P49840 whole entry, looked up): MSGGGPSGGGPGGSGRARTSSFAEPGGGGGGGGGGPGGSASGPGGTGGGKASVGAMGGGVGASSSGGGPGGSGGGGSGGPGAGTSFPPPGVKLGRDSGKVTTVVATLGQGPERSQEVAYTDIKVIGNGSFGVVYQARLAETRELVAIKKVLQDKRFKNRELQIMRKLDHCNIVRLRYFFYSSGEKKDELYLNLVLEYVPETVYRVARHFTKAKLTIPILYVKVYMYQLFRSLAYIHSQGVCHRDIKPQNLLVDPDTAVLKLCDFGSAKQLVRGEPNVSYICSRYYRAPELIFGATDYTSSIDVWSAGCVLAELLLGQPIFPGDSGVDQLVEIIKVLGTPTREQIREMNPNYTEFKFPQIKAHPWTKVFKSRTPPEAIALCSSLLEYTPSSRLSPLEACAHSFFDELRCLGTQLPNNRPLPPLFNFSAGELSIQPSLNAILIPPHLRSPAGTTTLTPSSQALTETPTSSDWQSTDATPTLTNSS
KCNK3 inh – human KCNK3 channel inhibitors, primary screen, CHO cells, FluxOR thallium flux, B-score; hit rate 0.84% among 340,000; B-score at 10 µM; FluxOR fluorescence; active compounds read low; AID 602410, 2012;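 active means B-score under library mean minus 4 SD, starting fluorescence ratio at most library mean plus 5 SD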;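 further: more negative B-score means stronger inhibition of thallium flux through KCNK3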
RGS4 act – RGS4 potentiators or activators, primary screen, cell-based, HEK293 M3R inducible RGS4, calcium flux | carbachol calcium flux Fluo4; active compounds read low | B-score at 10 µM | hit rate 0.92% among 310,000;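 active means B-score of the integrated calcium signal more than 4 SD below the library mean, with starting fluorescence not abnormally high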;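 further: negative B-score means reduced calcium response which marks RGS4 activation or potentiation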
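Reagent: ECmax carbachol challenge; Test system: M3R-expressing HEK293 line, RGS4 induced by doxycycline; Schedule: overnight RGS4 induction, 30 min dye load 37 °C, 20 min compound RT; Detection: calcium dye Fluo4 fluorescence; Read-out: Agonist-evoked peak-minus-minimum fluorescence over baseline, integrated ratio, B score.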
KCNQ1 act – potentiators or activators of KCNQ1 channel, primary screen, cell-based, thallium flux, high-throughput. Potassium voltage-gated channel subfamily KQT member 1 (Homo sapiens), P51787. CHO-K1 KCNQ1, thallium flux FluxOR fluorescence; active compounds read high. B-score at 10 µM. hit rate 0.35% among 310,000;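 active means fluorescence ratio B-score, a plate-corrected score, at least three library SD, with initial intensity B-score within 5 SD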
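Assay system: stable KCNQ1 CHO-K1 line; medium: assay buffer, equal DMSO in all wells; timing: 90 min dye loading and 20 min compound exposure, both at room temperature; technique: kinetic FluxOR thallium fluorescence, 10-s 1-Hz baseline, 110-s post-stimulus read; read-out basis: B score of baseline-normalized fluorescence ratio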
DYRK1A inh – rat Dyrk1A kinase inhibitors, primary screen, biochemical, single point, plate reader; Dual specificity tyrosine-phosphorylation-regulated kinase 1A (Rattus norvegicus), Q63470; ADP-Glo luminescence, NFATc1 peptide; inhibition, % at 12.5 µM; hit rate 0.43% among 310,000; in the data active means inhibition above about 50%;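 further: plate controls were vehicle with enzyme for no effect and no enzyme for full effect; many of its hits are not listed in these tables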
hERG protect – hERG rescue from dofetilide block, primary screen, cell-based, CHO-hERG, FluxOR thallium flux, dofetilide IC70; Voltage-gated inwardly rectifying potassium channel KCNH2 (Homo sapiens), Q12809; dofetilide IC70 present; activation (rescue from dofetilide block), less the hit threshold, % at 10 µM; hit rate 0.51% among 310,000; AID 1511, 2009;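 active means activation above the mean of controls blocked by dofetilide plus 5 SD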;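 further: thallium influx through hERG after potassium depolarization seen as dye fluorescence rise; in these data hits start at about 4.7%; inactives centre near -7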
GSK3beta inhib – human GSK3beta kinase inhibitors, primary screen, biochemical, cell-free homogeneous, HTS. Glycogen synthase kinase-3 beta (Homo sapiens), P49841. GST-GSK3beta kinase, ADP-Glo luminescence, 60 min; active compounds read low. activity score (negative = inhibition), % at 10 µM. hit rate 0.038% among 300,000. AID 2097, 2009;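 active means more than half of replicate wells score below -50%, meaning over 50% inhibition versus plate controls; inconclusive means some replicates but at most half score below -50%; inactive means no replicate scores below -50%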;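 further: 0% = median DMSO wells and -100% = median GW8510 positive control wells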
Target sequence (P49841 whole entry, looked up): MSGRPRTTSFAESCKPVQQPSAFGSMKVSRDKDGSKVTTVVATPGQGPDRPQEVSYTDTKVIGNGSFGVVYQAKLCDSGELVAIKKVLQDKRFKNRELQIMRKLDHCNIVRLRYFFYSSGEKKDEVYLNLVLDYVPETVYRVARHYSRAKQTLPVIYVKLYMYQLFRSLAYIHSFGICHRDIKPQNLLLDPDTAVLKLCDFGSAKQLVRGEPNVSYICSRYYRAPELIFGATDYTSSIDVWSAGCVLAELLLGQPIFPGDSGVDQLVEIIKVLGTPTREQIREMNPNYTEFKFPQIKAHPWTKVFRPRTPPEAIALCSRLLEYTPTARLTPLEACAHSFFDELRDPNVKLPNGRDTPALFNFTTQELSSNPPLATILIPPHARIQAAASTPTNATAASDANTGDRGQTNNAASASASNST
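Test system: GST-fused GSK3beta enzyme, cell-free | Quantity: 1.6 ng GST-GSK3beta enzyme per well | Reagent: 25 µM ATP with peptide substrate | Schedule: 60 min enzyme reaction, room temperature | Signal: Luminescent ADP-Glo measurement of ADP formed | Read-out basis: Score relative to plate controls | Control set: DMSO and 20 µM GW8510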
* = called active by the depositor; i = inactive; ? = inconclusive; / = not tested or not shown. These rows are one share of the data (hit frequency here may not be typical).

SMILES	KCNQ1 block	HDAC3 inh	PolyA inh	KCNK9 block	GSK3A inh	KCNK3 inh	RGS4 act	KCNQ1 act	DYRK1A inh	hERG protect	GSK3beta inhib
CC1(C)Cc2c(cnn2-c2cccc(F)c2)C(NC(=O)c2ccc(=O)[nH]n2)C1 (centres undefined)	i	8.0	i	i	-0.6	i	i	i	-3.0	-4.3	-3.8
COc1ccc(C(C(=O)NC2CCCC2)N(C(=O)c2snc(C(N)=O)c2N)C2CCCC2)cc1OC (centres undefined)	i	-1.0	i	i	-0.8	i	i	i	26.8	-13.1	1.8
CCC(CC)C(=O)Nc1cccc(S(=O)(=O)c2cccc(NC(=O)C(CC)CC)c2)c1	i	3.1	i	i	0.5	i	i	i	-5.5	-13.6	-1.4
CCOC(=O)NC(c1cccc(Cl)c1)C1CCCCCC1=O (centres undefined)	i	-1.3	i	i	-2.0	i	i	i	-9.1	-8.0	2.4
COc1ccc(NC(=O)c2ccc(=O)oc2)cc1	i	2.8	i	i	4.0	i	i	i	-5.5	-3.1	0.0
C=CCN1C(=O)c2ccc(C(=O)N(C)CC(=O)Nc3c(C)cccc3C)cc2C1=O	i	1.4	i	i	-0.7	i	i	i	-2.7	-15.0	-1.6
CC1(c2ccccc2)CC(C)(C)N(C(=O)c2cc([N+](=O)[O-])cc([N+](=O)[O-])c2)c2ccccc21 (centres undefined)	i	-7.7	i	i	-0.7	i	i	i	-6.7	-8.8	4.0
COc1ccccc1-c1nc(SCC(=O)Nc2ccccc2)n[nH]1	i	/	i	i	-2.0	i	i	i	-5.1	-2.2	3.7
O=C(Nc1nnc(-c2ccccc2Cl)s1)C1CCN(S(=O)(=O)c2ccc(Cl)cc2)CC1	i	0.9	i	i	0.2	i	i	i	-1.2	-7.0	-1.5
Cc1ccccc1NC(=O)c1cc2c(=O)n3cccc(C)c3nc2s1	i	2.9	i	i	-3.4	i	i	i	-0.6	-7.2	-5.0
O=c1nc2sc3ccccc3n2c(=O)n1-c1cccc(Cl)c1	i	-1.9	/	i	1.7	i	i	i	11.5	-4.4	-1.8
CCOC(=O)C1(CCCc2ccccc2)CCN(C(=O)C2=C(C)OCCO2)CC1	i	/	i	i	/	i	i	i	5.1	-16.4	0.6
CCOC(=O)c1c(N)sc2c1CCSC2	i	-3.6	i	i	2.7	-9.55*	i	i	4.0	-8.0	1.4
CCC(=O)c1ccc(OC(=O)c2ccc(Br)o2)cc1	i	16.1	i	i	3.1	i	i	i	5.0	0.1	-0.8
O=C1N(Cc2cccnc2)C[C@@H]2C[C@@H](c3ccc4nonc4c3)N3CCC[C@@]123	i	0.6	i	i	-1.2	i	i	i	4.9	-2.8	0.9
COc1ccc(/C=N/NC(=O)Nc2nonc2N)cc1	i	-1.5	i	i	-1.8	i	i	i	7.3	-6.0	0.6
O=C(c1cc(S(=O)(=O)N2CCOCC2)ccc1Cl)N1CCc2ccccc2C1	i	2.0	i	i	-1.1	i	i	i	-4.9	-8.9	2.4
COc1ccc(NC(=S)NC(NC(=O)c2ccc(Cl)cc2Cl)C(Cl)(Cl)Cl)c([N+](=O)[O-])c1 (centres undefined)	i	6.7	i	i	-0.7	i	i	i	/	-9.5	-13.9
CC(=O)Nc1ccc(S(=O)(=O)Nc2ccc(S(=O)(=O)Nc3nc(C)cc(C)n3)cc2)cc1	i	4.9	i	i	-4.1	i	i	i	13.7	-2.5	3.6
Fc1ccc(/C=N/N2CCN(Cc3ccccc3)CC2)cc1	i	4.9	i	i	-1.6	i	i	i	-6.0	-11.6	-0.9
Cn1cnc([N+](=O)[O-])c1C(=O)Nc1cccc([N+](=O)[O-])c1	i	1.4	i	i	0.4	i	i	i	-4.9	-16.7	2.1
O=C1C2CCCN2C(c2cccc(Br)c2)N1c1ccc(F)cc1 (centres undefined)	i	3.7	i	i	/	i	i	i	-5.2	-8.3	-0.3
COC(=O)/C(C#N)=C/c1c(N2CCN(Cc3ccc4c(c3)OCO4)CC2)nc2c(C)cccn2c1=O	i	6.8	i	i	-4.8	i	i	i	-4.9	-4.8	0.1
CCOC(=O)N1CCN(c2c(-c3ccc(C(C)C)cc3)c(=O)c2=O)CC1	i	0.0	i	i	-3.2	i	i	i	-5.5	-7.5	-2.3
CC(C)Cc1nc(N2CCC(C(N)=O)CC2)c2nnn(Cc3ccccc3)c2n1	i	-2.4	i	i	0.8	i	i	i	-0.4	-11.6	0.4
CCOC(=O)c1sc2nc(NC(=O)COc3ccccc3)sc2c1C	i	-0.8	i	i	-0.5	i	i	i	0.3	-8.2	-0.4
O=C(O)c1ccc(NC(=S)NC(=O)c2ccc3ccccc3c2)cc1	i	-1.9	i	i	-0.1	i	i	i	13.2	-2.5	0.9
C=CCn1c(SCC(=O)NNC(=O)Nc2ccc(C)cc2)nnc1-c1ccccc1	i	-1.2	i	i	0.3	i	i	i	-3.1	-1.2	2.2
CCC(=O)Nc1ccc(Cl)c(NC(=O)c2ccc([N+](=O)[O-])cc2)c1	i	2.5	i	i	-5.6	i	i	i	-0.9	-2.8	-3.1
Cc1c(Br)c(C(F)(F)F)nn1CC(=O)N(C)C1CCCCC1	i	-1.3	i	i	0.2	i	i	i	-7.3	-6.0	0.1
Cc1ccc(/C=N/Nc2nc3ccccc3[nH]2)s1	i	2.3	i	i	-1.2	i	i	i	15.0	-11.6	-2.2
CC(C)CCNC(=O)c1nn(Cc2ccccc2)c(=O)c2ccccc12	i	-2.9	i	i	-1.7	i	i	i	-0.1	-9.8	/
COc1ccc(NC(=O)C2CCCN(S(=O)(=O)c3ccc4c(c3)CCCN4C(C)=O)C2)cc1 (centres undefined)	i	14.3	i	i	5.1	i	i	i	5.6	-7.1	1.3
Cc1cccc(NC(NC(=O)Cc2ccccc2)C(Cl)(Cl)Cl)c1 (centres undefined)	i	-5.4	i	i	0.2	i	i	i	-0.3	-11.1	1.4
O=C(NCCS(=O)(=O)N1CCN(c2ccccc2)CC1)C1CCCC1	i	2.3	i	i	-2.0	i	i	i	17.9	-10.0	0.2
CC(C)CCN1CC(C(=O)N2CCN(c3ccc(F)cc3)CC2)CC1=O (centres undefined)	i	-8.0	i	i	-0.3	i	i	i	3.5	-3.8	0.5
CCC(=O)N1CCc2cc(Br)cc(S(=O)(=O)CCC(=O)N(CC)CC)c21	i	3.0	i	i	-2.3	i	i	i	0.5	-13.0	-1.7
CCOc1cccc(C(=O)NNC(=O)CCC(=O)O)c1	i	3.3	i	i	-0.1	i	i	i	-2.6	-4.3	-1.6
N/C(=N\OC(=O)c1cccc(Cl)c1)c1cccnc1	i	-2.3	i	i	-2.1	i	i	i	-6.2	-9.9	2.0
O=C(O)c1ccccc1SCC(=O)N1CCOCC1	i	?	i	i	-1.7	i	i	i	-1.1	-7.8	0.0
COc1ccc(C(=O)Nc2ccccc2N2CCN(C(=O)c3ccccc3)CC2)cc1Br	i	-1.9	i	i	-5.7	i	-9.45*	i	-1.1	-22.9	-0.7
CCCSc1nc(O)c(C2OC(=O)c3c2ccc(OC)c3OC)c(=O)n1C (centres undefined)	i	1.7	i	i	-2.2	i	i	i	0.5	-4.3	3.8
COc1ccc(C(CNC(=O)c2cc3ccccc3cc2OC)N2CCCC2)cc1 (centres undefined)	i	-2.7	i	i	-3.0	i	i	i	10.5	-18.6	0.3
O=c1[nH]c(NC2CCN(S(=O)(=O)c3ccccc3C(F)(F)F)CC2)nc2c1CCCC2	i	/	i	i	/	i	i	i	3.1	-8.8	-2.1
Clc1ccc(-c2nnc3sc(Cc4cccs4)nn23)c(Cl)c1	i	-2.9	i	i	0.3	i	i	i	0.7	-15.2	4.2
O=C(CSc1nnc(-c2cccnc2)n1Cc1ccco1)Nc1cccc(O)c1	i	-0.5	i	i	-1.9	i	i	i	2.7	0.1	5.5
CCN1CCN(c2oc(COc3ccc(Cl)cc3)nc2C#N)CC1	i	2.6	i	i	-0.8	i	i	i	-1.3	-12.3	1.3
c1ccc(-n2cccc2)c(N2CCCCC2)c1	i	-6.1	i	i	-1.3	i	i	i	2.5	-5.9	3.5
CC(=O)c1cc(-c2ccccc2)[nH]c1N1CCCC1	i	5.4	i	i	-21.7	i	i	i	-1.3	-4.9	4.3
O=C(COC(=O)CNS(=O)(=O)c1ccc(F)c(F)c1F)Nc1ccc(OC(F)F)cc1	i	4.7	i	i	-0.5	i	i	i	0.2	-11.6	-0.2
Cc1csc(NC(=O)CCCC(=O)c2ccccc2)n1	i	-3.8	i	i	-0.2	i	i	i	2.4	-8.2	-1.2
CCOc1ccc(C(C)NC(=O)c2cccc(F)c2)cc1 (centres undefined)	i	-1.7	i	i	-1.4	i	i	i	-1.3	-1.1	-7.7
